SMARCA2 activ: SMARCA2 (BRM) function activators, primary screen, cell-based, luminescence, high throughput | MG213 cells, MMTV-luciferase reporter, dexamethasone, overnight | activation, % at 9.1 µM | 370,000 compounds, 1% hits; in the data active = activation above about 7.8%;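 note: 0% = vehicle wells and 100% = reference activator wells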
Rev-erbA mod: modulators of Rev-erb alpha DNA binding, primary screen, biochemical, FITC-DNA, fluorescence polarization, uHTS; Nuclear receptor subfamily 1 group D member 1 (Homo sapiens), P20393; activity, % at 10 µM; Rev-erbα–FITC-DNA binding, 90 min; 370,000 compounds, 0.79% hits; AID 1259318, 2017;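 active = activity above about 14%, limit read from the data; passing the limit was not always enough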;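 note: 0% = DMSO wells with 35 nM protein and 100% = DMSO wells with 750 nM protein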
PLCb3 inh: human PLC-beta3 inhibitors, primary screen, biochemical, fluorescence; 1-phosphatidylinositol 4,5-bisphosphate phosphodiesterase beta-3 (Homo sapiens), Q01970; Purified PLC-beta3, fluorogenic substrate; inhibition, % at 12.2 µM; 370,000 compounds, 0.18% hits; AID 720704, 2013; in the data active = inhibition above about 11%;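 note: 0% = median of compound wells on plate and 100% = full blocker control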
DAX1 inh-1: DAX1 (NR0B1) inhibitors on StAR promoter, primary screen, cell-based, luminescence, SF-1 (NR5A1), full-length DAX-1 | AID 652010, 2013 | 370,000 compounds, 1.1% hits | HEK293T StAR-luciferase reporter, SF-1/DAX-1 repression relief | inhibition, % at 6.8 µM;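 active = inhibition above the mean over all tested compounds plus 3 SD, cut at about 3.6% in these data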;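 note: 0% = DAX-1 cells with DMSO and 100% = cells lacking DAX-1 with DMSO; higher inhibition means more luminescence from relief of DAX-1 repression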
hgDAF12 agonist: H. glycines DAF-12 receptor agonists, primary screen, cell-based, luminescence, HEK293, GAL4 fusion, UAS-luciferase. HEK293 GAL4-hgDAF12 UAS-luciferase reporter, agonist luminescence; normalized to butyrate control. activation, % at 6.8 µM. 370,000 compounds, 1.8% hits. AID 687014, 2013;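 active = activation above a cutoff set at the mean of all screened compounds plus 3 SD, cut at about 10% in these data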;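 note: 0% = DMSO wells and 100% = sodium butyrate wells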
hcDAF12 agonist: H. contortus DAF-12 nuclear receptor activators, primary screen, cell-based, luminescence, HEK293, lit1-tk-luc reporter. HEK293 hcDAF-12 lit1-tk-luc reporter; 0% DMSO, 100% Δ7-dafachronic acid. 370,000 compounds, 1.4% hits. activation, % at 6.8 µM. AID 652067, 2013;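 active = activation above the mean of all tested compounds plus 3 SD, cut at about 5.5% in these data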;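 note: 100% = response to 3 µM Δ7-dafachronic acid high control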
PG9 binder: binders of HIV-1 gp120 antibody PG9, primary screen, biochemical, TR-FRET; HIV-1 gp120 / PG9 antibody interaction; TR-FRET gp120-PG9 antibody binding; inhibition, % at 6.7 µM; 360,000 compounds, 0.43% hits; AID 624416, 2012; in the data active = inhibition above about 8.5%
ssDAF-12 act: S. stercoralis DAF-12 nuclear receptor activators, primary screen, cell-based, luminescence, HEK293, GRIP1 co-expression, lit1-tk-luc; Nuclear hormone receptor DAF-12 (Strongyloides stercoralis); HEK293 ssDAF-12/GRIP1 lit1-tk-luc reporter; % of 3 µM dafachronic acid response; activation, % at 6.8 µM; 370,000 compounds, 1% hits; AID 652126, 2013;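 active = activation above the mean over all tested compounds plus 3 SD, cut at about 0.9% in these data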;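 note: 0% = DMSO-only wells and 100% = 3 µM delta7-dafachronic acid wells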
sPLA2-III inh: human group III sPLA2 inhibitors, primary screen, biochemical, QFRET, BODIPY PC-A2 liposome substrate. QFRET BODIPY PC-A2 liposome hydrolysis, fluorescence. inhibition, % at 12.2 µM. 370,000 compounds, 0.56% hits;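 active = inhibition above mean plus 3 SD of compounds lying within the high and low control bounds, cut at about 19% in these data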;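 note: 0% = median of test compound wells and 100% = no enzyme DMSO wells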
Target sequence (Q9NZ20 whole entry, looked up): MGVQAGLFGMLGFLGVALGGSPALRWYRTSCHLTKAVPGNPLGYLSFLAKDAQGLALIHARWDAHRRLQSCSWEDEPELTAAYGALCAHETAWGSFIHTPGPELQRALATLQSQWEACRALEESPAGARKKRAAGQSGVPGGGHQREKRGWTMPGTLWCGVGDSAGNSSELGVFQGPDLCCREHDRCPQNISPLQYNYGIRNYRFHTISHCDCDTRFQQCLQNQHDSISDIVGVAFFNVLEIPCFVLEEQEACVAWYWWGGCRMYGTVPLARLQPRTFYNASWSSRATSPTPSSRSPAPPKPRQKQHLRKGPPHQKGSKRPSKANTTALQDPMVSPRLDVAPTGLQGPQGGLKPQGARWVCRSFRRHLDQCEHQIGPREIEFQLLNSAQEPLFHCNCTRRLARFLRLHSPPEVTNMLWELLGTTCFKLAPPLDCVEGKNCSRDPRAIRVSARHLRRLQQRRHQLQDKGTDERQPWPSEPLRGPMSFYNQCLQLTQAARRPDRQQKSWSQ
DAX1 inh-2: DAX1 (NR0B1) inhibitors, primary screen, cell-based, HEK293, Gal4-DAX1, luciferase luminescence | AID 504766, 2011 | HEK293 Gal4-DAX1 luciferase reporter | inhibition, % at 6.75 µM | Nuclear receptor subfamily 0 group B member 1 (Homo sapiens), P51843 | 340,000 compounds, 0.99% hits;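 active = inhibition above the mean over all tested compounds plus 3 SD, cut at about 4.2% in these data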;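 note: 0% = DAX1-transfected cells with DMSO and 100% = empty-vector control cells with DMSO; inhibition shows as a rise in luminescence from relieved DAX1 repression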
Target sequence (P51843 207-470 limits assumed): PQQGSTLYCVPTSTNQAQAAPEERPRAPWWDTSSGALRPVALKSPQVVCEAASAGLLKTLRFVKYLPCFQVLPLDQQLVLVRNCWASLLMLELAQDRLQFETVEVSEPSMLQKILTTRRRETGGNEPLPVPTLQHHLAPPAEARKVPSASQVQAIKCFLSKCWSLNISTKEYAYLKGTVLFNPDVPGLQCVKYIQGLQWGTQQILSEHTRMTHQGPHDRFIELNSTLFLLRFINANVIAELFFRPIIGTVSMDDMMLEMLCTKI
GAA850 FXN act: FXN promoter activators, primary screen, cell-based, luciferase luminescence, HEK293 lucGAA850; HEK293 lucGAA850 FXN promoter luciferase reporter, 24 h; percent of 10 µM SAHA response; activation, % at 6 µM; 360,000 compounds, 0.56% hits; AID 540364, 2011;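 active = activation above the average of all compounds screened plus 3 SD, cutoff fixed separately per campaign, cut at about 7.5% in these data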;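 note: 0% = DMSO wells and 100% = 10 µM SAHA wells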
Active calls of the source: *; i = inactive; x = not tested or not shown. Rows are unselected; overall some 7% were active at least once.

SMILES | SMARCA2 activ | Rev-erbA mod | PLCb3 inh | DAX1 inh-1 | hgDAF12 agonist | hcDAF12 agonist | PG9 binder | ssDAF-12 act | sPLA2-III inh | DAX1 inh-2 | GAA850 FXN act
CCOC(=O)c1ccccc1NC(=O)COc1cc(=O)n(CC)c2ccccc12 | -3 | 15 | 4 | -0.4 | -0.2 | -0.1 | -0.7 | -0.8 | -1 | 1.7 | -0.9
CC(=O)c1cc(-c2ccccc2)n(CCC(=O)NC2CCCCC2)c1C | -2 | -1 | -2 | -0.3 | -2.0 | 1.0 | 0.4 | -1.4 | 15 | 2.1 | 0.2
CCOc1ccc(-n2nc3ccc(N)cc3n2)cc1 | -6 | 0 | i | 0.5 | -2.0 | -3.0 | -0.6 | -2.0 | 2 | -1.9 | -9.9
Cc1ccccc1Nc1cc(C)c2c(O)cccc2n1 | -1 | -6 | -8 | 0.2 | 0.9 | 0.7 | 1.4 | -0.8 | -12 | -0.2 | 2.5
CCOC(=O)c1c(C)n(CC(O)CN(CC)CC)c2cc(Br)c(OC)cc12 (stereo unspecified) | -1 | 2 | 3 | -0.9 | 1.2 | -0.7 | 0.1 | -1.9 | 1 | 0.7 | -0.4
COC(=O)c1c(NC(=O)CN2C(=O)NC(CCc3ccccc3)C2=O)sc2c1CCCCC2 (stereo unspecified) | -3 | 1 | -6 | -0.3 | 2.4 | -0.7 | 0.0 | -0.6 | 0 | 3.1 | 2.7
CCOc1ccc(S(=O)(=O)NCCC(=O)NCC(c2ccc(F)cc2)N2CCOCC2)cc1 (stereo unspecified) | 0 | 5 | -2 | 0.2 | -3.1 | -0.5 | 1.5 | -1.2 | 4 | -0.7 | -2.6
COc1ccc(OC)c(NC(=O)C(=O)c2cn(CC(=O)N3CCCC3)c3ccccc23)c1 | -1 | -8 | -5 | -1.9 | -1.4 | -0.5 | -1.6 | -1.0 | -4 | -0.7 | -0.8
CC(C)(C)c1ccc(C(=O)Nc2nnc(Cc3c[nH]c4ccccc34)s2)cc1 | -2 | 5 | -6 | 1.2 | -1.8 | 0.1 | -3.6 | 0.4 | -78 | -2.1 | 1.9
CC(C)(C)C(=O)Nc1cc2c3c(c1)CC(=O)N3CCC2 | -2 | -1 | -4 | -0.1 | -0.3 | -0.3 | 0.3 | -0.9 | -11 | -0.7 | -0.1
COc1ccc(C(=O)Nn2c(SCC(=O)NC3CCCC3)nc3ccccc3c2=O)cc1 | -1 | 5 | -9 | 1.6 | 3.3 | 4.2 | -1.4 | -0.8 | 3 | -0.4 | -4.1
CCOc1ccccc1OCC(=O)Nc1c(C)n(C)n(-c2ccccc2)c1=O | -2 | -7 | -2 | 0.5 | -2.8 | 0.4 | 0.7 | -0.6 | -4 | 0.9 | -1.6
Cc1cc(C(=O)OCC(=O)Nc2cccc(S(=O)(=O)N(C)C)c2)c2ccccc2n1 | -4 | 0 | -4 | -0.9 | -2.5 | -2.0 | -0.3 | -1.5 | -2 | -0.8 | 0.9
Cc1cccc(C)c1NC(=S)NC(=O)c1ccccc1F | -2 | 2 | 0 | -0.1 | -1.0 | -1.4 | 0.9 | -1.0 | 17 | 0.9 | 2.4
CCC(C)(C)NC(=O)/C=C/c1ccccc1[N+](=O)[O-] | -2 | 1 | -5 | -0.4 | 5.8 | 0.1 | 0.5 | -1.4 | -4 | -1.2 | -0.7
O=C(c1cccc(OC2CCN(C3CCCC3)CC2)c1)N1CCCCCCC1 | -4 | -12 | -4 | 2.5 | -0.4 | 0.3 | 0.6 | -1.3 | 2 | 1.7 | 1.5
C[C@H](CO)N1C[C@H](C)[C@@H](CN(C)C(=O)NC2CCCCC2)Oc2ccc(NS(C)(=O)=O)cc2C1=O | 1 | -4 | 0 | 0.1 | -1.1 | 0.6 | 0.1 | -1.1 | 2 | 0.1 | -0.4
CC(C)(c1ccccc1)c1ccc(OCC(O)CNC2CCN(Cc3ccccc3)CC2)cc1 (stereo unspecified) | -3 | 4 | 0 | -0.7 | -0.1 | -0.8 | 1.3 | -1.0 | -12 | -0.1 | -2.4
CCOC(=O)c1sc(NC(=O)c2ccco2)c(C#N)c1C | 1 | -6 | -12 | 0.4 | 1.3 | -0.6 | -0.9 | -2.0 | -3 | -1.0 | -0.4
COc1ccc(C(=O)NNC(=O)OC(C)(C)C)cc1 | -1 | -5 | -3 | 0.3 | -2.2 | -1.9 | -1.0 | -1.2 | 0 | -0.5 | 0.9
CC(=O)c1c(-c2ccccc2)c2ccccc2[nH]c1=O | -1 | -4 | -2 | -0.2 | 0.8 | -1.6 | 0.1 | -1.7 | 0 | 0.3 | 0.1
CCOC(=O)/C=C/C(=O)N1CCc2ccccc21 | 7 | 0 | 3 | -0.7 | 0.4 | 3.1 | -3.0 | -0.9 | 3 | -1.3 | -1.6
Cc1ccc(S(=O)(=O)N(CC(=O)NCc2cccnc2)C2CCCCC2)cc1 | 1 | -3 | 0 | 0.1 | 2.0 | -1.0 | -0.6 | -0.2 | 2 | 0.1 | 1.6
O=c1oc2cccnc2n1CCS(=O)(=O)c1ccc(F)cc1 | 1 | -4 | -39 | 0.0 | 0.0 | 1.3 | -0.9 | -0.7 | -2 | -2.1 | -0.1
CC(C)(C)NC(=O)Cn1cnc2cc([N+](=O)[O-])ccc2c1=O | -1 | 2 | -14 | 0.2 | 1.4 | -1.5 | -1.2 | -1.5 | -2 | 0.9 | 0.5

The listing continues:
SMILES | SMARCA2 activ | Rev-erbA mod | PLCb3 inh | DAX1 inh-1 | hgDAF12 agonist | hcDAF12 agonist | PG9 binder | ssDAF-12 act | sPLA2-III inh | DAX1 inh-2 | GAA850 FXN act
Cc1cc(NC(=S)N(CCN2CCOCC2)Cc2ccccc2F)ccc1Cl | -1 | -5 | -2 | 0.6 | -3.5 | 0.9 | 0.0 | -1.3 | 5 | -0.9 | -0.2
Cc1ccc(NC(=O)CN(C)C(C)C(=O)N2CC(C)CC(C)C2)cc1 (stereo unspecified) | -2 | 9 | -7 | -3.1 | 1.8 | 0.0 | -1.9 | -0.8 | -6 | 0.2 | 2.0
Cc1ccc(S(=O)(=O)N2CCC3(CC2)OCCO3)s1 | -1 | 2 | -5 | 0.2 | 3.3 | 0.9 | -1.7 | -1.0 | 0 | 0.9 | 0.7
CC(=O)Nc1ccc(NC(=O)C(C)OC(=O)CC2CCCC2)cc1 (stereo unspecified) | -2 | 4 | 0 | 1.6 | -0.5 | -1.8 | -0.7 | -0.7 | -2 | -0.3 | 0.6
C=CCOC(=O)N[C@H](c1ccc2ccccc2c1)[C@H](C)/C=C/CC(=O)OC | -3 | -2 | -5 | -0.3 | 1.1 | 0.0 | x | -1.6 | -11 | x | x
Cc1cccc(N(C(=O)Nc2ccc(Cl)cc2)C2=NCC(C)S2)n1 (stereo unspecified) | 2 | -4 | -7 | 0.0 | 0.1 | 0.9 | 0.4 | -1.6 | -2 | 1.7 | 1.8
Cc1cccc(CC(=O)N2CCC(N3CCC(C(=O)N4CCOCC4)CC3)CC2)c1 | -2 | -3 | -9 | -0.3 | 1.5 | -1.4 | 0.2 | -1.1 | 3 | -0.9 | -0.7
O=C(Cn1cncn1)c1ccccc1 | 2 | 0 | -6 | -0.2 | -0.2 | -2.4 | 0.2 | -0.1 | -7 | 5.7* | 2.3
COc1ccc(N(C)S(=O)(=O)c2ccc3c(c2)NC(=O)CO3)c(OC)c1 | -4 | -1 | -3 | 0.5 | 0.9 | -1.9 | -0.1 | -0.9 | 9 | 0.5 | -2.5
O=C(NCCCn1ccnc1)C(=O)NC1CCCCC1 | -1 | -3 | -4 | 0.5 | -0.1 | -1.7 | -1.0 | -0.9 | 3 | 0.0 | -0.8
CCN(CC)S(=O)(=O)c1cc(C)ccc1NC(=S)Nc1cccnc1 | -5 | -5 | -5 | -2.2 | -5.5 | -2.4 | -0.1 | -2.3 | 2 | -0.3 | -2.1
O=C(NC1CCN(C(=O)Nc2ccccc2)CC1)C1CCCCC1 | -1 | -4 | 5 | -0.5 | -0.4 | -0.6 | 1.5 | -1.1 | 2 | 0.4 | 1.6
C[C@@H](NC(=O)[C@@H]1Cc2ccccc2CN1)C(=O)Nc1ccc2c(c1)OCO2 | -1 | -3 | 6 | 1.4 | 3.2 | -0.6 | -0.2 | -0.5 | 7 | 5.2* | -1.4
CCOc1ccccc1NC(=O)Nc1ccc(OC)nc1 | -1 | -3 | -9 | 0.1 | 2.1 | -0.5 | -1.6 | -1.3 | 8 | -0.1 | 2.1
O=C(Nc1c(-c2ccccc2)nc2c(Br)cc(Br)cn12)c1ccco1 | -1 | 7 | 6 | 0.8 | 6.1 | -0.4 | 1.3 | -0.5 | 5 | 2.6 | 0.0
O=C1C2C(C(=O)N1Cc1cccnc1)C1C=CC2C12CC2 (stereo unspecified) | -3 | 1 | 0 | 0.2 | 3.0 | -1.9 | 0.9 | -1.1 | 3 | 0.2 | -1.5
CC(=O)c1ccccc1Oc1ncnc(N)c1[N+](=O)[O-] | 4 | 0 | -1 | 0.4 | 1.5 | -1.2 | -2.0 | -1.1 | 3 | 1.1 | 0.1
CC1CCc2c(nc3ncnn3c2NCCN(C)C)C1 (stereo unspecified) | -1 | -6 | -6 | -0.1 | 0.4 | 0.1 | 2.0 | -1.6 | 2 | 0.1 | 0.0
CC(=NNC(=O)CSc1nnc(-c2ccccc2)n1-c1ccccc1)c1ccc2ccccc2c1 | -4 | -6 | -7 | -0.1 | -0.8 | -2.0 | x | -1.5 | -6 | x | x
Cc1ccc(C(=O)OCC(=O)NC(=O)c2ccc(C(C)(C)C)cc2)c(O)c1 | -1 | -5 | 2 | -0.3 | -1.5 | -1.0 | 3.2 | -1.3 | 8 | 0.9 | 0.4
CC(C)CCn1nnnc1CN1CCN(C(c2ccccc2)c2ccccc2)CC1 | 0 | 0 | 0 | -0.9 | -2.2 | -0.5 | -0.5 | -0.8 | -18 | 0.1 | 1.4

Assay outcomes as filed in PubChem.
